A549 tox – A549 cytotoxicity, counter-screen for Nrf2 inhibitors; A549 ARE-Fluc cells, CellTiter-Fluor viability, 18-24 h; Potency, µM (titrated, usually from 46 µM), for the others: at the top dose activity change, negative = cytotoxicity, actives largely listed as inhibitors; hit rate 0.16% among 390,000; also: potency is read from the fitted curve at half-maximal effect; % is scaled to controls: 0 for no effect and ±100 for the full control effect
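A549 ARE_Fluc cells in 5% FBS OPTI-MEM were exposed to compounds in concentration-response for 18-24 h at 37 deg C. Viability was read by CellTiter-Fluor fluorescence (Ex 405/Em 525) after 30 min, before the luciferase read.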
Nrf2 inh – Nrf2 pathway inhibition. hit rate 2.1% among 360,000. A549 ARE-Fluc reporter, luciferase luminescence, 18-24 h. Potency, µM (highest dose often 46 µM), without a hit: top-dose activity change, negative = inhibition, hits mostly inhibitors; also: potency is read from the fitted curve at half-maximal effect; % is scaled to controls: 0 for no effect and ±100 for the full control effect; nearly all actives have a fitted effect of over 60% in size
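Concentration-response testing used A549 ARE_Fluc cells at 5000 cells/well. Following an 18-24 h compound incubation, viability was read by fluorescence (Ex 405/Em 525) and luciferase output by luminescence.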
MCF10A rereplic – induces DNA re-replication in MCF 10a normal breast cells. MCF 10A DNA re-replication, Hoechst nuclear intensity, 48 h. Potency, µM (top dose mostly 46.1 µM), inactives show at the top dose activity, positive = re-replication, actives largely listed as activators. hit rate 2.9% among 350,000. AID 624296; also: potency is read from the fitted curve at half-maximal effect; % of control where 0% means no effect; nearly all actives have a fitted effect of over 50% in size
ATXN viability – viability counter-screen for ATXN expression inhibitors; S2 cells (HEK-293 line with an ATXN2-luciferase reporter) viability, CellTiter-Fluor protease fluorescence, 24 h; Potency, µM (titrated, usually from 56.7 µM), actives largely listed as cytotoxic; hit rate 0.49% among 400,000; also: potency is read from the fitted curve at half-maximal effect; nearly all actives have a fitted effect of over 40% in size
Nrf2 ARE act – activators of Nrf2 (ARE) signaling. hit rate 0.31% among 410,000. Potency, µM (series often up to 46.1 µM), without a hit: at the top dose activation, usual class: activators. AID 624171. AREc32 ARE-luciferase reporter (MCF7-derived line), luminescence, 24 h; also: potency is read from the fitted curve at half-maximal effect; % of control where 0% means no effect; nearly all actives have a fitted effect of over 65% in size
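Steps: seed AREc32_Fluc cells (1000/well, 5% FBS OPTI-MEM); incubate overnight at 37 deg C; add 23 nL compound; incubate 24 hr; add Steady-Glo; hold 30 min RT; read luminescence.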
HepG2 tox – counter-screen for TGF-b inhibitors: cytotoxicity in HepG2 cells. HepG2 CAGA-GFP viability, ATP luminescence, 18 h. Potency, µM (top dose mostly 46.1 µM), for inactives: at the top dose activity change, negative = cytotoxicity, hits mostly cytotoxic. hit rate 0.76% among 410,000; also: potency is read from the fitted curve at half-maximal effect; some results filed as inactive show a strong effect at the top dose
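CellTiter-Glo luminescence gave cytotoxicity after 18 hours at 37 degrees C. The cells were HepG2 CAGA-GFP in 1% FBS DMEM, stimulated with 500 pg/mL TGF-beta after compound addition. %Activity was normalised to no-cell wells (complete cell-killing) and DMSO (no toxicity), and curves were fitted and classified.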
TGFb SMAD3 inh – inhibitors of TGF-b signaling. hit rate 1.2% among 410,000. Potency, µM (highest dose often 46.1 µM), without a hit: at the highest dose activity, negative = inhibition, most hits filed as inhibitors. AID 588855. HepG2 CAGA-GFP TGF-b/SMAD3 reporter, GFP fluorescence, 18 h; TGF-beta stimulated, 500 pg/mL final; also: potency is read from the fitted curve at half-maximal effect; % is scaled to controls: 0 for no effect and ±100 for the full control effect; nearly all actives have a fitted effect of over 65% in size
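HEPG2 CAGA-GFP cells (1000/well, DMEM with 1% FBS) were pre-incubated 2 h at 37 degrees C, given compound by pin tool, then stimulated with TGF-beta at 500 pg/mL final for 18 h before per-cell GFP fluorescence imaging.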
ATXN2 expr inh – reduces ATXN2 reporter expression in HEK-293 cells | HEK-293 ATXN2-luciferase reporter, luminescence, 24 h | hit rate 0.72% among 360,000 | Potency, µM (highest dose often 57 µM), without a hit: top-dose activity change, negative = inhibition, hits mostly inhibitors; also: potency is read from the fitted curve at half-maximal effect; % is scaled to controls: 0 for no effect and ±100 for the full control effect; nearly all actives have a fitted effect of over 55% in size
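qHTS (up to 57 uM final) was run with 24 h compound exposure of reporter cells at 37 °C. Each well was multiplexed: SteadyGlo luminescence measured ATXN2-luciferase expression after a fluorogenic Gly-Phe-AFC viability readout (25 uM final).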
IL1B secr inh – inhibitors of inflammasome signaling (IL-1 beta secretion); THP-1 LPS/ATP IL-1B secretion, AlphaLISA, 16 h; active compounds read low; activity change, % at 57.5 µM; hit rate 4.7% among 360,000; AID 743279; in the data active = activity change below about -50%; inconclusive = mostly about -30% to -49%; also: % is scaled to controls: 0 for no effect and ±100 for the full control effect
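Secreted IL-1B measured by AlphaLISA bead assay after 16 h compound exposure of THP-1 cells; compounds (final up to 57.5 uM) added 1 h before LPS (250 ng/mL) and ATP (1.25 mM) stimulation; lower signal means less secretion.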
An asterisk follows results filed as active; i = inactive; u = inconclusive; x = not tested or not shown; & = joins results of further samples; [ ] = remark or other dose. Unless noted, calls follow the shape of the dose curve; as a rule, active = well fitted curve in the direction sought with a large enough effect; inconclusive = small, poorly fitted or top-dose-only effect, or another doubt; inactive = no such curve, though single readings can be large; an effect the other way counts as inactive or inconclusive.

SMILES | A549 tox | Nrf2 inh | MCF10A rereplic | ATXN viability | Nrf2 ARE act | HepG2 tox | TGFb SMAD3 inh | ATXN2 expr inh | IL1B secr inh
Cc1nnc(SCCN2CCOCC2)n1C | -1% | 6% | -1% | u | 2.2% | 17% | -15% | -14% | 8
O=S(=O)(c1ccccc1Cl)N1CCC(O)(c2ccc3c(c2)OCO3)CC1 | -5% | u | 0% | u | -0.2% | -18% | u | 4% | 12
C=CCNC(=O)NC(=O)COC(=O)COc1ccc(Br)cc1F | 0% | 2% | 3% | i | -0.2% | 10% | -13% | -8% | 6
Cc1ccc(-c2nnc(Nc3cccc(O)c3)c3ccccc23)cc1S(=O)(=O)N1CCCCC1 | -29% | u | x | u | 6.4% | -36% | u | -21% | x
CCn1nnc2cc(C(=O)Nc3cccc(C)c3C)ccc21 | -15% | -40% | x | i | -0.2% | -23% | 2% | -2% | x
COC(=O)c1ccc(NC(=S)Nc2ccccn2)cc1 | 1% | 15% | 9% | i | 0.8% | -1% | -7% | 18% | -1
CCOC(=O)C1(C)CCN1C(=O)c1cc(C)n(C(C)(C)C)n1 (stereo unspecified) | x | x | x | i | -0.7% | -1% | -3% | 1% | 31
CC(C)OCC(O)Cn1c(N2CCCC2)nc2c1c(=O)n(C)c(=O)n2C (stereo unspecified) | -2% | 0% | 0% | i | -0.8% | 18% | 18% | 1% | 36
Cc1ccccc1C(=O)Nc1ccc2c(c1)CCCN2C(=O)c1cccs1 | -3%&-13% | 4% | 1% | u | 2.7%&4.5% | -80%&-53% | 2%&5% | 29% | u
CCOC(=O)c1c(C)sc2c1N(C(=O)CN(CC)CC)c1cc(Cl)ccc1S2 | u | x | 15% | u | 6.2% | -14% | u | 32µM* | -20
CCn1c(SCC(=O)N2CCCC2)nnc1-c1ccc(N)cc1 | 1% | -4% | -8% | i | 0.1% | 6% | -23% | -3% | 0
CSCCC(NS(=O)(=O)c1ccccc1F)C(=O)NNC(=O)c1csc(N2CCOCC2)n1 (stereo unspecified) | 1% | 4% | 8% | i | -0.3% | 2% | -15% | 4% | 0
CC1CCN(C(=O)Cn2cc3c(n2)CCCC3)CC1 | -9% | 15% | 1% | i | -0.2% | 4% | 6% | 25% | -3
CCN(CCCNC(=O)CN1C(=O)COc2ccccc21)c1cccc(C)c1 | -7% | 0% | 2% | i | -0.2% | -1% | -11% | -8% | -18
CCOC(=O)c1cccc(-n2cccc2/C=C2\NC(=O)N(CC(=O)O)C2=O)c1 | -12% | 3% | u | i | -0.2% | 11% | 6% | 10% | x
O=C(O)c1nn(-c2cccc(C(F)(F)F)c2)ccc1=O | 0% | -2% | -3% | i | 0.4% | 1% | 6% | x | -10
O=C(CSc1nncn1-c1ccccc1)Nc1ccccc1 | 11% | 10% | 8% | i | 0.1% | -9% | -1% | 2% | 5
CC(=O)/C(C(=N)N1CCN(Cc2ccccc2)CC1)=C(\C)O | -1% | u | 0% | i | -0.9% | 1% | 8% | -4% | 16
Cc1ccc(N(C(=O)CCC(=O)Nc2cc(C)on2)C(C(=O)NC2CCCC2)c2ccccc2)cc1 (stereo unspecified) | -17% | u | u | i | 2.8% | -13% | 3% | -2% | -21
Cc1cc(C)n(-c2ccc(NC(=O)C3CCN(Cc4cc(C)c(C)o4)CC3)cc2)n1 | 1% | 0% | -6% | u | 2.7% | -38% | -34% | -6% | -8
CC(C)NC(=O)C1(C)CCCN1C(=O)c1ccc2c(c1)C(C)(C)CCC2(C)C (stereo unspecified) | x | x | x | i | -0.8%[9.22 µM] | -16% | -11% | -17% | 67
O=C(Nc1ccccc1F)c1ccc(S(=O)(=O)N2CCCCCC2)cc1 | -6% | u | 7% | i | 3.0% | -80% | -9% | 2% | u
Cc1ccccc1CNS(=O)(=O)c1c(C)[nH]c(C)c1C(=O)N1CCCCC1 | -5% | 6% | 2% | i | -0.9% | 1% | 13% | 4% | 7
CCOC(=O)C(c1ccccc1)C(Nc1ccccc1)c1ccccn1 (stereo unspecified) | -4% | -20% | -3% | i | -0.1% | -60% | -27% | x | 22
COc1cc(C2c3c(n[nH]c3C)C(=O)N2c2ccc(Br)cc2)ccc1O (stereo unspecified) | -14% | 4% | u | i | 9.9% | 2% | 1% | 35% | u

Other entries
SMILES | A549 tox | Nrf2 inh | MCF10A rereplic | ATXN viability | Nrf2 ARE act | HepG2 tox | TGFb SMAD3 inh | ATXN2 expr inh | IL1B secr inh
CC(C)O/C(=N\S(=O)(=O)c1ccc(Cl)cc1)c1ccccc1 | -24% | 16% | 13% | i | -1.4% | -5% | 18% | 2% | 6
Cc1[nH]n(-c2ccccc2)c(=O)c1N=Nc1ccc(Cl)cc1 | 2% | 4% | -11% | i | 14%[9.22 µM] | 0% | 1% | 0% | 19
COCCNC(=O)CN(C(=O)CCC(=O)Nc1cc(C)on1)c1cccc(C)c1C | 2% | 0% | 0% | i | -0.5% | 3% | -7% | 1% | 14
Cc1ccc(C)c(Oc2c(C(F)(F)F)oc3c(CN4CCN(C)CC4)c(O)ccc3c2=O)c1 | -1% | x | x | i | 8.2% | -99% | -4% | -3% | x
COc1cc(C(=O)NCCC(=O)N2CCN(C)CC2)cc(OC)c1OC | -7% | 4% | -1% | i | -0.5% | -6% | 1% | -6% | 32
COc1ccc(S(=O)(=O)NC(=O)C2(C)CCN2C(=O)c2ccc(C(F)(F)F)nc2C)cc1 (stereo unspecified) | x | x | x | i | 0.1%[9.22 µM] | 8% | 21% | 0% | -5
O=C(Nc1ccc(F)c(Cl)c1)Nc1c[nH]c(=O)[nH]c1=O | 3% | 5% | x | i | 5.5% | 2% | 0% | -1% | x
CN(CC1CCOCC1)C(=O)CC1C(=O)NCCN1CC1CCCCC1 (stereo unspecified) | 2% | -17% | 7% | i | 0.2% | 11% | -9% | -26%[11.3 µM] | -1
O=C(NN=Cc1ccc(OC(F)F)cc1)c1ccc(NS(=O)(=O)c2cccs2)cc1 | 2% | 1% | 14% | i | 4.1% | -14% | 6% | x | u
CCOC(=O)c1c(NC(=O)c2cc(C(C)C)on2)sc(C)c1C | 5% | 20% | x | i | -0.4% | -29% | 15% | 2% | x
CCOC(=O)C1CCN(C(=O)Cn2nc(C)n3nc(-c4ccc(OC)cc4)cc3c2=O)CC1 | -2% | 16% | -3% | i | 2.4% | -29% | -2% | x | 9
O=C(NNS(=O)(=O)c1ccc(Cl)cc1)c1cccs1 | 11% | -18% | 2% | i | -0.5% | -14% | -3% | -28% | 7
CC(=O)NCCc1nc2cc(NC(=O)c3ccccc3)ccc2n1C | -1% | u | -5% | i | 0.2% | 8% | -7% | 5% | 18
O=C(COc1ccccc1[N+](=O)[O-])Nc1cccnc1 | -2% | u | -2% | u | 3.2% | -19% | -10% | 51%[activator] | -11
S=C(NCCc1ccccc1)N1CCCCC1 | 2% | u | 0% | i | 0.3% | -1% | 4% | 12% | -20
O=C(CSc1nnc(-c2ccccc2)o1)N1CCCCC1 | -6% | u | -3% | i | 0.4% | -1% | -14% | 10% | -14
Cc1ccc(CN(C(=O)COc2ccccc2Cl)c2ccccn2)o1 | 0% | u | x | i | 4.2% | -1% | -13% | 20% | x
O=C(O)C(CCc1ccccc1)(Cc1ccccc1)C(=O)O | 7% | 24% | 7% | i | 0.6% | 3% | -4% | 13% | 9
Cc1ccc(S(=O)(=O)NCCC(=O)NCCSc2ccc(Br)cc2)cc1 | 7% | 4% | -1% | i | -0.3% | 6% | -7% | -5% | -4
COc1ccc(/C=C/C(=O)c2ccncc2)c2ccccc12 | 1% | u | 12µM* | u | u | -106% | 0% | 0% | -29
CCOC(=O)C1CCN(CC(=O)Nc2cc(C)nn2-c2nc3ccccc3s2)CC1 | 1% | -2% | -1% | i | 1.9% | 6% | 4% | x | 1
COc1ccc(-c2cc(=O)c3cc(OCC(=O)OC(C)C)ccc3o2)cc1 | -12% | 7% | x | i | -0.8% | -3% | -14% | 5% | x
O=C(Nc1ccc(Oc2cccnc2)cc1)C1CCCCN1Cc1ccc(CO)o1 (stereo unspecified) | -2% | -14% | u | i | 0.3% | -36% | -22% | -17% | 4
CC(NS(=O)(=O)c1ccccc1)c1n[nH]c(=S)n1-c1ccccc1 (stereo unspecified) | -13% | -18% | 3% | i | 0.1% | -2% | 13% | 2% | 2

A draw from above in order of SMILES length, smallest number first.
SMILES | A549 tox | Nrf2 inh | MCF10A rereplic | ATXN viability | Nrf2 ARE act | HepG2 tox | TGFb SMAD3 inh | ATXN2 expr inh | IL1B secr inh
COC(=O)c1ccc(NC(=S)Nc2ccccn2)cc1 | 1% | 15% | 9% | i | 0.8% | -1% | -7% | 18% | -1
CCn1c(SCC(=O)N2CCCC2)nnc1-c1ccc(N)cc1 | 1% | -4% | -8% | i | 0.1% | 6% | -23% | -3% | 0
CC(=O)NCCc1nc2cc(NC(=O)c3ccccc3)ccc2n1C | -1% | u | -5% | i | 0.2% | 8% | -7% | 5% | 18
Cc1[nH]n(-c2ccccc2)c(=O)c1N=Nc1ccc(Cl)cc1 | 2% | 4% | -11% | i | 14%[9.22 µM] | 0% | 1% | 0% | 19
O=S(=O)(c1ccccc1Cl)N1CCC(O)(c2ccc3c(c2)OCO3)CC1 | -5% | u | 0% | u | -0.2% | -18% | u | 4% | 12
Cc1ccc(-c2nnc(Nc3cccc(O)c3)c3ccccc23)cc1S(=O)(=O)N1CCCCC1 | -29% | u | x | u | 6.4% | -36% | u | -21% | x

Rows were taken by chance (roughly 8.8% active in at least one column).
